Bioassay records (PubChem)
KCNQ2 inh: KCNQ2 potassium channel inhibitors, primary screen, cell-based, CHO-K1, FluxOR thallium flux, B-score (AID 2156). hit rate 1.1% among 310,000. 20 min; stronger effect = lower value. B-score at 10 µM. Potassium voltage-gated channel subfamily KQT member 2 (Rattus norvegicus), O88943;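 active = fluorescence ratio B-score at most minus 3 library SDs, with starting brightness B-score within 2 library SDs, cut at about -5.5 in these data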
Target sequence (O88943 whole entry, looked up): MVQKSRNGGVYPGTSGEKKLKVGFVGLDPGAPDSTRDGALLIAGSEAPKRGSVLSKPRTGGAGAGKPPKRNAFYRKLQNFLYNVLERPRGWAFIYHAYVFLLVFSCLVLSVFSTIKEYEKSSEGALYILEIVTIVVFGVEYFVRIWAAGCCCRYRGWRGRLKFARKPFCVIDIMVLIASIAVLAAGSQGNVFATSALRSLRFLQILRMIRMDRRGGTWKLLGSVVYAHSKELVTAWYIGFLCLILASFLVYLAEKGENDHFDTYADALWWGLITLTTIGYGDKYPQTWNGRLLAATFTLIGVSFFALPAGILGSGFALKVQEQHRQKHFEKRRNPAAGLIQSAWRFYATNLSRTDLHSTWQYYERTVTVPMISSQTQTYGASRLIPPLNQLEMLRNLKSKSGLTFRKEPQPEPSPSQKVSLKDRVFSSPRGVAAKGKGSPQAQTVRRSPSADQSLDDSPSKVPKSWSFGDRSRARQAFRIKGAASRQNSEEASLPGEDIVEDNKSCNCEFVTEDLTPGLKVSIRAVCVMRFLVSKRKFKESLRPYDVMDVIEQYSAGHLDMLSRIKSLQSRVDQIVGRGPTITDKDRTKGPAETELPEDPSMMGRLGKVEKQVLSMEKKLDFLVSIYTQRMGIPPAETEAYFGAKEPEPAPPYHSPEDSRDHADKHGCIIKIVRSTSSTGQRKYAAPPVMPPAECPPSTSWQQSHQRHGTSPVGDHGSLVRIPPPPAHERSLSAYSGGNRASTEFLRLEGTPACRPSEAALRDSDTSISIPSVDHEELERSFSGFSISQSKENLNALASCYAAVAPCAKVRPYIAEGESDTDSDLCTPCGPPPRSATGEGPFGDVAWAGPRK
OX1R antag: antagonists of human orexin 1 receptor (OX1R) | Orexin/Hypocretin receptor type 1 (Homo sapiens), O43613 | OX1R-expressing cells, FRET antagonist read-out | inhibition, % at 6.6 µM | hit rate 1.8% among 330,000; in the data active = inhibition mostly above about 38%, no sharp cut-off; inactive = mostly below about 40%;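 note: 0% = agonist challenge alone and 100% = reference antagonist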
STK33 kinase inh: inhibitors of purified STK33 kinase, primary screen, biochemical, ADP-Glo luminescence, homogeneous, cell-free; Serine/threonine-protein kinase 33 (Homo sapiens), Q9BYT3; MBP phosphorylation; inhibition, % at 10 µM; hit rate 0.073% among 320,000; AID 2661, 2010;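 active = inhibition at or above 25%, using the most active replicate where run in duplicate; inactive = inhibition below 25%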
* = called active by the depositor; i = inactive; . = no result given. Not a hit list; 2.7% or so of the library scored in one or more.

Sample of the layout (four entries):
SMILES	KCNQ2 inh	OX1R antag	STK33 kinase inh
CCOC(=O)C1CCN(C(=O)CCC(=O)NNc2nc3ccccc3c3nc(C)nn23)CC1	i	6	-3.6
O=S(=O)(c1ccc2oc(=S)[nH]c2c1)N1CCCCC1	i	7	-1.3
CC(C)C[C@H](NC(=O)c1nc[nH]c1C(=O)N1CCNCC1)C(=O)OCc1ccccc1	i	8	0.4
O=C(NNC(=O)c1ccc2ncccc2c1)c1ccc(Cl)cc1	i	15	-5.4

The whole of this part, repeating the preview:
SMILES	KCNQ2 inh	OX1R antag	STK33 kinase inh
CCOC(=O)C1CCN(C(=O)CCC(=O)NNc2nc3ccccc3c3nc(C)nn23)CC1	i	6	-3.6
O=S(=O)(c1ccc2oc(=S)[nH]c2c1)N1CCCCC1	i	7	-1.3
CC(C)C[C@H](NC(=O)c1nc[nH]c1C(=O)N1CCNCC1)C(=O)OCc1ccccc1	i	8	0.4
O=C(NNC(=O)c1ccc2ncccc2c1)c1ccc(Cl)cc1	i	15	-5.4
O=C(c1ccc2snnc2c1)N1CCOCC1	i	16	-0.8
COc1ccc(NC(=O)CSC2CC(=O)N(c3ccc4c(c3)OCCO4)C2=O)cc1 (stereo not given)	i	15	-0.6
COc1cc2c(cc1OC)C(c1ccccc1)N(C(=O)CSCC(=O)O)CC2 (stereo not given)	i	10	-0.1
CCCCCC1CC(COc2ccccc2)OC1=O (stereo not given)	i	-8	0.8
N#CC1=C(N)N(c2ccccc2)C2=C(C(=O)CCC2)C1c1ccccc1 (stereo not given)	i	17	-0.4
O=C(O)c1cccc(S(=O)(=O)Nc2ccccc2-c2ccccc2)c1	i	19	-0.4
COc1ccc(CCNC(=S)Nc2cccc3ccccc23)cc1	i	20	-1.0
COc1cc(OC)cc(-c2nc(SCC(=O)Nc3ccccc3F)n[nH]2)c1	i	59	12
Cc1ccc(S(=O)(=O)Nc2nc(C)c(C(=O)Nc3ccccc3)s2)cc1	i	7	0.1
CC(C)(C)C(=O)N1CCC(O)(CS(=O)(=O)c2ccc(Cl)c(Cl)c2)CC1	i	11	.
NC(=O)Cc1nc2scc(-c3ccc(Cl)cc3)c2c(=O)[nH]1	i	3	-0.3
O=C(O)c1ccc(NCc2cccnc2)cc1	i	7	-0.6
O=C(O)CCCN1C(=O)NC2NC(=O)NC21 (stereo not given)	i	20	-0.3
Cc1c(C(=O)Nc2cccc(Cl)c2)oc2ccc(S(=O)(=O)N3CCC4(CC3)OCCO4)cc12	i	13	-0.1
Cc1oc2c(c(C)cc3oc(=O)c(CC(=O)N[C@H](C(=O)O)C(C)C)c(C)c32)c1C	i	.	-0.1
O=C(Nc1nc(-c2ccc3c(c2)OCO3)cs1)C1CC1	i	15	2.5
COc1ccccc1-n1c(C)nnc1SCC(=O)NCc1ccccc1	i	5	-0.3
Cc1ccc(NC(=O)NC2CC(=O)N(c3ccc4c(c3)OCCO4)C2)c(C)c1 (stereo not given)	i	17	-0.1
Cc1cc(OCC(=O)NNC(=O)c2cccs2)ccc1Br	i	24	-0.6
CC(=O)c1ccc(NC(=O)Cn2cnc(S(=O)(=O)N3CCCCC3)c2)cc1	i	20	-0.6

The final two records of the part before open the next one:
SMILES	KCNQ2 inh	OX1R antag	STK33 kinase inh
Cc1cc(OCC(=O)NNC(=O)c2cccs2)ccc1Br	i	24	-0.6
CC(=O)c1ccc(NC(=O)Cn2cnc(S(=O)(=O)N3CCCCC3)c2)cc1	i	20	-0.6
CCOC(=O)c1cn2c(C)cccc2n1	i	6	-0.6
COc1cc(OC)cc(-c2c(-c3ccsc3)c3cc(Br)ccc3n2C)c1	.	-4	-1.4
COc1ccc(NC(=O)N2CCCC2C(=O)NCCc2ccccc2)cc1 (stereo not given)	i	.	0.7
Cc1sc2nc(CSCC(=O)N(C)c3ccccc3)[nH]c(=O)c2c1C	i	7	-1.5
CC(=O)OCCN(CCCn1c(-c2ccncc2)nc2ccccc21)c1nc(-c2ccc(C)cc2)cs1	i	18	-1.0
CN(CC(=O)Nc1ccccc1C(F)(F)F)C(=O)c1cc(Cl)nc2ccccc12	i	13	0.2
CCOc1cc2[nH]c(=S)n(CCC(=O)NCc3ccc(OC)cc3)c(=O)c2cc1OCC	i	11	-0.3
O=C1NC(Cc2ccccc2)c2nc3cc(F)ccc3c(=O)n2-c2ccccc21 (stereo not given)	.	2	-2.3
CC(C)=C(NC(=O)c1ccco1)C(=O)NCCc1nc2ccccc2[nH]1	i	10	1.6
CC(=O)C1=C(C)Nc2ncnn2C1c1ccccc1F (stereo not given)	i	-3	-0.7
Cc1cc(C)cc(N(CC(=O)NC2CCCC2)C(=O)CNC(=O)c2ccco2)c1	i	11	0.5
CC(=O)Nc1scc(-c2ccccc2)[n+]1-c1ccc(C)cc1	i	24	0.3
CCc1cc2c(C)cc(=O)oc2cc1Oc1ncccc1[N+](=O)[O-]	i	13	-3.3
CSc1nc(-c2ccccc2)c(C#N)c(=O)n1C	i	9	0.0
CC1CCCCN1CCCNC(=O)c1ccc(NC(=O)C2=CSCCO2)cc1 (stereo not given)	i	3	1.2
CS(=O)(=O)c1ccc(Cl)c(NC(=O)COC(=O)c2cccc(S(=O)(=O)N3CCCC3)c2)c1	i	9	1.3
O=c1[nH]c2cnccc2n1-c1ccccc1	i	12	-0.4
Cc1ccc(C(=O)OCC(=O)N(C)c2ccccc2)cc1C	i	8	-0.8
CCOC(=O)c1cnc2c(Cl)cccc2c1NCCN(C)C	i	-2	1.2
CCCC(=O)NCCc1cc2ccc(C)c(C)c2[nH]c1=O	i	14	1.5
CCC[C@@H]1C[C@@]1(CCC)[C@@H](NC(=O)c1ccccc1)c1ccc(C(=O)OC)cc1	i	24	0.6
COc1ccc(Br)c(-c2nnc(CS(=O)(=O)c3ccccc3)o2)c1	i	13	1.7
CCOC(=O)c1ccc(NC(=O)CSc2nnc(C3CCCCC3)n2C)cc1	i	11	6.0
COc1ccc(CC(=O)Nc2ccc(C)c(S(=O)(=O)N3CCCCCC3)c2)cc1	.	5	-2.0
COc1cccc(/C=N/NC(=O)CC(=O)NCCc2ccccc2)c1OC	i	15	-1.7
O=C(Cc1ccc(-c2ccccc2)cc1)NCCN1CCOCC1	i	0	-1.7
Cc1ccc(CCNC(=O)c2cc(S(=O)(=O)N3CCOCC3)cn2C)cc1	i	1	-1.4
C=CCn1c(CSCc2ccccc2)nnc1SCC(=O)N1CCN(c2ccccc2)CC1	i	15	-1.0
O=C(CSc1nc2cc(Cl)ccc2c(=O)n1Cc1ccco1)Nc1ccc(S(=O)(=O)N2CCOCC2)cc1	i	10	-0.3
CCOc1ccc(NS(=O)(=O)c2ccc(C(=O)N3CCCCCC3)cc2)cc1	i	27	.
C/C(N)=C(/C#N)C(=O)COc1ncnc2ccccc12	i	29	-2.2
CCCCS(=O)CC(O)COc1ccc(C(C)(C)C)cc1 (stereo not given)	i	-3	0.4
CC(=O)c1ccc(NC(=O)c2ccc(S(=O)(=O)c3ccccc3)cc2)cc1	i	1	-1.4
CCC(C)(C)n1nnnc1C(c1ccc(Cl)cc1)N1CCN(C)CC1 (stereo not given)	i	22	-1.0
Cc1cccc(C)c1NC(=O)CN(C)C(=O)c1ccc(COc2ccccc2)cc1	i	5	0.9
O=C(NC(=S)Nc1ccccc1N1CCOCC1)c1ccc(-c2cccc(Cl)c2)o1	i	17	1.4
COc1ccc(N2C(=O)[C@@H]3[C@H](C2=O)[C@H]2c4ccccc4C=CN2[C@@H]3C(C)=O)cc1	.	7	-1.7
Cc1cc(N2C(=O)C(O)=C(C(=O)c3ccc(C)o3)C2c2ccc(OCc3ccccc3)cc2)no1 (stereo not given)	i	13	-0.3
CCOC(=O)N1CCN(S(=O)(=O)c2ccc3c(c2)CC(C)N3C(C)=O)CC1 (stereo not given)	i	21	1.3
CCOc1cc(NS(=O)(=O)c2ccc(Cl)cc2)c(OCC)cc1NC(=O)CC(C)C	i	9	-1.4
Cc1onc(C(=O)NCc2ccccn2)c1[N+](=O)[O-]	i	19	-2.1
COC(=O)CCN(C(=O)c1ccc(N2CCCCC2)c([N+](=O)[O-])c1)c1ccccn1	i	19	0.0
Cc1ccc(S(=O)(=O)N2CCC(C(=O)OC(C)C(=O)NC(N)=O)CC2)cc1C (stereo not given)	i	12	0.0
CC(=O)c1c(O)cc(=O)n(-c2ccccc2)c1-c1ccc(Cl)cc1	i	14	-1.0
O=C1CCCN1CC(O)CS(=O)(=O)Cc1ccccc1Cl (stereo not given)	i	2	3.8
COC(=O)CSc1nnc(C)n1-c1cccc(OC)c1	i	4	0.1
COc1ccc2cc(/C=C3\SC(=S)NC3=O)c(N3CCOCC3)nc2c1	i	74*	-0.6
Cc1cc(C)cc(NCc2cc3c(cc2[N+](=O)[O-])OCO3)c1	-6.2*	21	-1.6
COc1ccc(C)cc1NC(=O)C(Sc1nncn1C)c1ccccc1 (stereo not given)	i	34	-0.6
Cc1ccccc1C(=O)N/N=C1/SCC(=O)N1Cc1ccc2c(c1)OCO2	i	18	-0.7
COc1ccc(-n2ccnc2CN2CCN(C3CCCC3)C(CCO)C2)cc1 (stereo not given)	i	15	-1.5
O=C(NCC1CCCO1)C(c1cccs1)N(C(=O)c1ccc(-c2ccccc2)[nH]1)C1CCCC1 (stereo not given)	i	23	-0.6
Cc1onc(-c2ccccc2)c1C(=O)c1c[nH]c(C(=O)NCc2ccccn2)c1	i	22	-0.2
C/C(=N\S(=O)(=O)c1ccc(C)cc1)NC(=S)Nc1ccccc1	i	16	0.8
CC(=O)N/C(=C/c1ccc2c(c1)OCO2)C(=O)O	i	14	0.9
COC(=O)CN1C(c2ccccc2)=Nc2ccc(Cl)cc2C1c1ccccc1 (stereo not given)	i	24	-1.0
COc1ccc(C(C)=O)cc1COC(=O)CSCC(=O)Nc1ccc(C)cc1	i	41	-0.3
CCOc1ccccc1C(=O)NCC(=O)NCC(c1ccc(OC)cc1)N1CCOCC1 (stereo not given)	i	20	-0.8
COc1ccccc1-c1ccc(C(=O)O)o1	i	13	-0.3
CCCCc1cc(=O)oc2cc(C)cc(OCC(=O)NC(Cc3ccc(Cl)cc3)C(=O)O)c12 (stereo not given)	i	29	-0.6

(list continues)
SMILES	KCNQ2 inh	OX1R antag	STK33 kinase inh
C=CCNC(=S)N(C1CCCCC1)C1CCCCC1	i	3	-1.6
Cc1cc2c(s1)c1cnn(CC(=O)NCCc3ccccc3)c(=O)c1n2C	i	32	-0.5
CCCCOc1ccc(C(C)NC(=O)C2CCCN(S(=O)(=O)CCC)C2)cc1 (stereo not given)	i	7	0.0
CC(C)C(NS(=O)(=O)c1ccc2c(c1)Cc1cc(S(=O)(=O)NC(C(=O)O)C(C)C)ccc1-2)C(=O)O (stereo not given)	i	15	-0.4
COc1ccc(OC)c(S(=O)(=O)N2CCC3(CC2)CC(=O)c2ccccc2O3)c1	i	25	-0.1
Cc1ccc(S(=O)(=O)N2[C@@H](c3cccc(C)c3)C(C(=O)O)=C[C@H]2C(C)(C)C)cc1	.	18	-1.5
COCCn1c(SCC(=O)Nc2ccccc2F)nc2c([nH]c3ccccc32)c1=O	i	21	-2.6
Oc1ccc(C[C@H]2CNCCN2CCC23CC4CC(CC(C4)C2)C3)cc1	i	21	0.9
COCc1ccc(-c2c(-c3ccsc3)sc3ccccc23)cc1	.	8	-0.4
CC1CCCCC1NC(=O)CCCN1C(=O)c2ccccc2C1=O (stereo not given)	.	3	-2.9
O=C(N/N=C/c1c(F)cccc1Cl)c1ccc(Cn2cc(Br)cn2)o1	i	17	-2.2
O=C(Nn1c(Cc2cccs2)nc2ccccc2c1=O)c1ccc(F)c(F)c1	i	18	-1.2
CC(Cc1c[nH]c2ccccc12)NC(N)=O (stereo not given)	i	-9	-1.2
COC(=O)[C@@]12CCCCN1[C@H](c1ccc(-c3cc(C(C)=O)cs3)cc1)[C@H]1C(=O)N(C)C(=O)[C@H]12	i	8	-0.4
Nc1cnn(Cc2ccccc2F)c1	i	0	0.3
Cc1cc(C)cc(N2CC34C=CC(O3)C(C(=O)OCC(=O)NCc3ccco3)C4C2=O)c1 (stereo not given)	i	25	-0.4
Cc1cc(C(=O)CSc2nnc(-c3cccs3)o2)c(C)n1-c1ccccc1	i	19	0.3
O=C(Cn1cnc2c(cnn2-c2ccc(Cl)cc2)c1=O)NCCc1ccccc1	i	3	-0.2
Cc1cc(C)c2c(=O)[nH]c(SCC(=O)Nc3cccc(S(=O)(=O)N(C)C)c3)nc2n1	.	0	-2.4
CC(C)=C1C2CCC1C1C(=O)N(c3nc(-c4ccc(F)cc4)c(C)s3)C(=O)C21 (stereo not given)	i	54	-3.7
CCc1ccccc1NC(=O)Nc1ccon1	i	.	-1.7
CC(C)CN(C)C(=O)CCc1nnc(Cc2ccc(-c3ccccc3)cc2)o1	i	9	-0.2

4 of the compounds above, with each value named.
> CN(CC(=O)Nc1ccccc1C(F)(F)F)C(=O)c1cc(Cl)nc2ccccc12
- KCNQ2 inh: i
- OX1R antag: 13
- STK33 kinase inh: 0.2

> CCOc1cc2[nH]c(=S)n(CCC(=O)NCc3ccc(OC)cc3)c(=O)c2cc1OCC
- KCNQ2 inh: i
- OX1R antag: 11
- STK33 kinase inh: -0.3

> O=C1NC(Cc2ccccc2)c2nc3cc(F)ccc3c(=O)n2-c2ccccc21 (stereo not given)
- KCNQ2 inh: .
- OX1R antag: 2
- STK33 kinase inh: -2.3

> CC(C)=C(NC(=O)c1ccco1)C(=O)NCCc1nc2ccccc2[nH]1
- KCNQ2 inh: i
- OX1R antag: 10
- STK33 kinase inh: 1.6
